From PubChem BioAssay
SR-BI HDL uptake = inhibitors of mouse SR-BI mediated HDL lipid uptake | ldlA[mSR-BI] CHO cells, DiI-HDL uptake fluorescence, 3 h | AID 488896 | Q61009 | inhibition, % at 12.5 µM | hit rate 0.96% among 320,000;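 active = mean replicate inhibition of at least 70% and a set share of replicates each scoring 70 or more; inconclusive = meets just one of the two criteria; inactive = fails both criteria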;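 also: 0% = median of neutral control wells and 100% = median of positive control wells; values of inactives mirror those of a sister screen read the other way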
SR-BI DiI-HDL act = enhances SR-BI lipid uptake from DiI-HDL | CHO ldlA[mSR-BI] cells, DiI-HDL uptake fluorescence, 3 h; 100 = double the neutral-control signal | activation, % at 12.5 µM | hit rate 0.096% among 320,000 | AID 504775;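 active = mean replicate activation of at least 60% and every replicate at or above 60%; inconclusive = mean or all-replicate condition met, but not both; inactive = mean below 60% and not all replicates reaching 60%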;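 also: 0% = median plate neutral-control signal and 100% = twice that signal; values of inactives mirror those of a sister screen read the other way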
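Assay system: LDL receptor-deficient CHO ldlA cells overexpressing murine SR-BI / Medium: BSA-supplemented, HEPES-buffered Ham's F12, pH 7.4 / Probe or stimulus: DiI-labelled HDL at 10 µg/mL final / Timing: compound with DiI-HDL co-incubation, 3 h at 37 °C / Technique: bottom-read cell fluorescence after medium removal, ex 550/em 595 nm / Measure: HDL uptake via cellular fluorescence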
Wnt bcat act = Wnt/beta-catenin pathway activation; activation, % at 9.35 µM; hit rate 1.2% among 300,000; Wnt/beta-catenin reporter cell assay, activator, plate reader; in the data active = activation above about 30%, passing the limit was not always enough; inconclusive = no clear call, values can overlap the other calls;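 also: 0% = neutral control wells and 100% = positive control wells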
cardiac RTF act = cardiac RTF calcium sensitization. P19429+P45379. IANBD-labeled TnC RTF fluorescence at EC20 calcium; 0% EC20 calcium, 100% full calcium. activation, % at 7.2 µM. hit rate 0.24% among 340,000;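 active = activation above the mean over all tested compounds plus 3 SD, cut at about 30% in these data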;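 also: rise in fluorescence read as greater calcium sensitivity of cardiac thin filaments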
PvdQ acylase = P. aeruginosa PvdQ acylase inhibition | inhibition, % at 10 µM | hit rate 0.063% among 340,000 | purified PvdQ acylase, fluorescence plate reader; in the data active = inhibition above about 30%, passing the limit was not always enough; inconclusive = no clear call, values can overlap the other calls;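 also: 0% = vehicle neutral wells and 100% = reference inhibitor wells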
dFosB act = mouse delta FosB homodimer activation. P13346. purified delta FosB, TAMRA-CDK5 oligo fluorescence polarization; percent of positive-control signal above neutral wells. activation, % at 25 µM. hit rate 0.99% among 340,000. AID 493131;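 active = mean activation above about 17%, with every replicate also reaching it, limit read from the data, passing the limit was not always enough; inconclusive = only one of the two conditions met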;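 also: fluorescence polarization rise as delta FosB binds a TAMRA Cdk5 AP-1 oligo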
MITF TRPM1 HTS = activators of MITF-driven TRPM1 promoter activity in SK-MEL-5 cells; SK-MEL-5 TRPM1-promoter luciferase, 24 h; % of positive control, neutral wells = 0; activation, % at 12.5 µM; hit rate 0.75% among 300,000;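 active = mean activation of at least 80% with every replicate also reaching 80%; inconclusive = mean reaches 80% but some replicate falls short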;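 also: 0% = neutral control wells and 100% = parthenolide positive control wells; values of inactives mirror those of a sister screen read the other way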
HTR5A ag ctr = HTR5A agonism, opioid heterodimer counter-screen; HTR5A agonist assay, luminescence, cell-based; P47898; activation, % at 9.3 µM; hit rate 0.61% among 340,000; in the data active = activation mostly above about 9.5%, no sharp cut-off; inactive = mostly below about 7.6%;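 also: 0% = cells with vehicle only and 100% = reference agonist; strong numbers were not always called active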
Target sequence (P47898 whole entry, looked up): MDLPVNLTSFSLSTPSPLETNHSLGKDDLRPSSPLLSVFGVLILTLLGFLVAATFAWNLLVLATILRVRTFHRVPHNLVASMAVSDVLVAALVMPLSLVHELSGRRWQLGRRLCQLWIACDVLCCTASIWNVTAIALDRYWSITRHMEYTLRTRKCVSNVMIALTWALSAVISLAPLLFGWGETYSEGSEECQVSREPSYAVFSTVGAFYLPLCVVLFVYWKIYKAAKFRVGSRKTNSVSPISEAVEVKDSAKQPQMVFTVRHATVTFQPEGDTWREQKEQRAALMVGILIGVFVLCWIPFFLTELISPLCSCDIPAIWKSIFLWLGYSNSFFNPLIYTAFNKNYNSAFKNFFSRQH
CDK5 inh = CDK5/p35 (human) kinase inhibition; Q00535+Q15078; Recombinant CDK5/p35, ADP-Glo luminescence, 60 min; inhibition, % at 10 µM; hit rate 0.01% among 330,000;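 active = highest replicate inhibition of at least 50% and at least 75% of replicates reaching 50%; inconclusive = only one of the two criteria met; inactive = both criteria failed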;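 also: plate controls were DMSO neutral control for no effect and GW8510 at 10 µM for full effect; many of its hits are not listed in these tables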
Target sequence (Q00535 whole entry, looked up): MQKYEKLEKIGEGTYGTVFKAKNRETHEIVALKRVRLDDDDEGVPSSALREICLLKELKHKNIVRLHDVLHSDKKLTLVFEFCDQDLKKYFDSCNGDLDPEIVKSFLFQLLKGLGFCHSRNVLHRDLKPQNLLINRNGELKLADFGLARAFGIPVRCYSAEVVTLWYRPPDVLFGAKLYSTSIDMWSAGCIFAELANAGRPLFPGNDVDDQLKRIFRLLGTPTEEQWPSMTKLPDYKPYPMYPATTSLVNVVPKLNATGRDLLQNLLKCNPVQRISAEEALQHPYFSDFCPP
Target sequence (Q15078 whole entry, looked up): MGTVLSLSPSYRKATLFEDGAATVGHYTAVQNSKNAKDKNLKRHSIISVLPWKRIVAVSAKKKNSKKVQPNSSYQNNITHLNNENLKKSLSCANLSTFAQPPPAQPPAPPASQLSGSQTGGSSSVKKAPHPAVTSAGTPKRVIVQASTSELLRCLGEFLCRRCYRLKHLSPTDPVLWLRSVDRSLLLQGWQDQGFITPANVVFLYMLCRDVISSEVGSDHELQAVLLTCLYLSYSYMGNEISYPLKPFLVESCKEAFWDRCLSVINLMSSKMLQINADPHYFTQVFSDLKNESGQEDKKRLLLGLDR
Rtt109 Vps75 = blocks Candida albicans Rtt109/Vps75 acetyltransferase activity; inhibition, % at 34.9 µM; Q5AAJ8; hit rate 0.16% among 330,000; purified Rtt109/Vps75, ThioGlo CoA-SH fluorescence, 4 h;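 active = inhibition of at least 50% in every replicate; inconclusive = best replicate reaches 50% inhibition but some replicates fall short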
Starred values were filed as active, the others as inactive; u = inconclusive; x = not tested or not shown.

SMILES	SR-BI HDL uptake	SR-BI DiI-HDL act	Wnt bcat act	cardiac RTF act	PvdQ acylase	dFosB act	MITF TRPM1 HTS	HTR5A ag ctr	CDK5 inh	Rtt109 Vps75
Cc1cc(NC(=O)c2cc(-c3cccs3)nc3ccccc23)no1	31	-31	-2	2	-12	-20	-24	7	-2.2	-5
O=C(CCN1C(=O)C2C3C=CC(C3)C2C1=O)Nc1ccc2ncccc2c1 (stereo not given)	-3	3	x	-4	-8	-11	15	-4	-0.6	20
CCCNC(=O)C(Cc1ccc(C(F)(F)F)cc1)NC(=O)c1ccc2ccccc2n1 (stereo not given)	17	-17	-8	-4	-12	-15	10	5	-2.2	-1
Cn1nnnc1SCSc1nnnn1C	-12	12	x	6	0	-1	-5	6	-1.6	5
CC(C)c1ccc(N(CC(=O)NCc2ccc(F)cc2)C(=O)c2csnn2)cc1	-15	15	-1	-8	-8	-1	-2	3	0.8	-5
CC(C)(C)c1cc(C(=S)N2CCCC2)cc(C(C)(C)C)c1O	30	-30	0	-2	7	-9	x	-2	8.4	1
CCN(CC)S(=O)(=O)c1ccc(N2CCOCC2)c(NC(=O)c2ccc(N3CCCC3=O)cc2)c1	22	-22	0	8	-8	-8	6	-5	-1.0	7
CC1CN(CCOCCSc2ccccc2)CC(C)O1 (stereo not given)	-12	12	-5	-7	-5	0	-3	-5	0.5	-8
O=C(NN=C1CCCCC1)c1ccccc1OCc1ccc(F)cc1	-7	7	8	-2	-6	-6	-3	-7	-0.4	0
COc1cc(NS(=O)(=O)c2cc(NC(C)=O)ccc2OC)c(OC)cc1NC(=O)c1ccccc1	u	-71	-6	1	-16	-10	3	3	0.3	2
O=C(CCc1nc(-c2ccc(Cl)cc2)no1)NC1CCCC1	12	x	-1	-1	-14	-10	0	-2	-1.8	-3
Cc1cc(Br)ccc1SCC(=O)OCC(=O)Nc1ccccc1C#N	-17	17	-4	20	-3	-9	-3	-1	3.0	0
CC(=O)c1ccc(NC(=S)NCCc2ccccn2)cc1	5	-5	x	6	-13	5	9	-1	0.3	-2
O=C(Cn1cnc2c(nnn2Cc2ccc(F)cc2)c1=O)Nc1ccc2c(c1)OCCO2	2	-2	4	4	-7	27*	6	-2	0.8	-5
COc1cc(OC)c(NC(=O)Cn2cccc2)cc1Cl	x	x	x	1	-6	3	0	-3	-4.9	-2
Cc1ccccc1OCC(O)Cn1c(NCc2ccco2)nc2c1c(=O)[nH]c(=O)n2C (stereo not given)	-4	4	-2	2	0	-5	3	-1	0.6	x
CCOc1ccccc1C(=O)NC(C)c1ccc(-n2ccnc2)cc1 (stereo not given)	20	-20	0	3	-8	-6	-7	4	-1.2	0
Cc1ccc(OCCC(=O)N2CCN(c3ccc(O)cc3)CC2)cc1	x	x	5	-1	3	-3	16	-2	0.4	22
Cc1ccccc1C(=O)NC(=S)Nc1ccccc1C(=O)O	-21	21	0	-4	12	2	8	2	-1.1	-4
Cc1ccc(-c2nnc(SCc3nc4ccccc4[nH]3)n2Cc2ccco2)cc1	-20	20	x	1	-8	-5	14	4	0.7	0
O=C(Cc1ccccc1)NCC(=O)Nc1cccc(Cl)c1	x	x	-1	2	-2	-7	x	2	1.8	-6
CCOC(=O)c1sc(Nc2nc3cc4c(cc3s2)OCO4)cc1C	10	-10	1	2	-4	-1	31	-2	-1.5	-5
CSc1nc(=S)n(Cc2ccccc2)c(C)c1C(C)=O	-11	11	-1	-1	-1	1	8	1	0.4	-20
Cc1cc(C)nc(N(C#N)CC(=O)N(c2ccccc2)C(C)C)n1	-3	3	x	-2	-4	1	-8	4	-0.6	2
Cc1ccc(S(=O)(=O)N2CC(O)CC2C(=O)OCc2nc3sc(C)c(C)c3c(=O)[nH]2)cc1 (stereo not given)	14	-14	x	-1	-12	-8	3	2	-2.9	1
Continuation.
SMILES	SR-BI HDL uptake	SR-BI DiI-HDL act	Wnt bcat act	cardiac RTF act	PvdQ acylase	dFosB act	MITF TRPM1 HTS	HTR5A ag ctr	CDK5 inh	Rtt109 Vps75
CC1CC(C)CN(S(=O)(=O)c2ccc3c(c2)C(C)(C)C(=O)N3C)C1 (stereo not given)	8	-8	0	-4	1	-7	9	-2	0.7	-1
CCCn1nnnc1NCc1ccc(Cl)cc1Cl	-21	21	-2	1	-12	4	-11	0	0.0	0
O=C(c1c(F)cccc1F)N(Cc1ccccn1)C1CCCC1	-33	33	1	4	2	1	8	5	-0.1	5
COc1ccc(N2C(=O)CN=C2Nc2nc(C)cc(C)n2)cc1	5	x	-12	-3	-13	3	-12	7	1.2	-5
O=C(Cn1cnc2c(nnn2-c2ccccc2)c1=O)NCCc1ccccc1	6	-6	1	-2	-9	2	x	3	-0.8	-9
O=C(NCCCn1ccnc1)c1ccc2ccccc2c1	-12	12	2	-4	-5	-8	-11	1	-0.3	-1
COc1ccccc1-c1cc(C(=O)N/N=C\c2cnn(C)c2C)c2ccccc2n1	21	-21	-1	3	-4	-10	13	0	-2.0	2
Cc1ccc(N(CC(=O)Nc2c(C)n(C)n(-c3ccccc3)c2=O)S(C)(=O)=O)c(C)c1	-14	14	-2	-4	1	6	1	2	0.6	0
CCOC(=O)C1CCN(C(=O)Cn2cc3c(n2)CCC(C)C3)CC1 (stereo not given)	-2	2	1	-8	-2	-5	7	-4	1.0	-49
O=C(c1cc2cc(Br)ccc2s1)N1CCOCC1	-35	35	-1	2	-3	0	10	4	0.3	2
Cc1ccc(OCC(=O)N2CCC(N3CC(C)CC(C)C3)CC2)cc1 (stereo not given)	-15	15	0	1	14	-5	5	-2	1.4	1
Cc1ccc2c(c1)S/C(=C\c1cccc[n+]1C)N2CCO	39	-39	-4	1	-12	9	-9	2	0.2	3
CCOC(=O)N1CCN(C2=C(NS(=O)(=O)c3ccc(C)cc3)C(=O)c3ccccc3C2=O)CC1	13	-13	0	2	-15	-9	-55	-2	-0.1	-3
CNC(=S)NNC(=O)c1cccc(C(F)(F)F)c1	-14	14	-1	7	-1	8	-11	-5	-0.2	-3
CCOc1ccc2nc(SCC(=O)NCc3ccco3)sc2c1	-14	14	-4	-1	-6	0	17	-7	-1.6	10
COc1ccc(N2CCN(C(=O)COC(=O)c3cnccn3)CC2)cc1	3	-3	2	5	-3	-8	1	-3	-1.6	6
O=C(Cc1cccc([N+](=O)[O-])c1)Nc1ccc(C(=O)N2CCOCC2)cc1	0	0	-1	2	-16	-4	2	2	-0.7	-3
COc1ccc(CCNC(=O)c2cc(-c3ccccc3O)n[nH]2)cc1OC	63	-63	7	1	-10	-6	x	-1	-0.4	1
O=C(c1ccc(CS(=O)Cc2cccc(Cl)c2)o1)N1CCN(C2CCCCC2)CC1 (stereo not given)	-14	14	-3	-6	-2	-7	2	2	-2.7	-4
O=C(c1ccc(F)cc1)N1CCN(C2=NS(=O)(=O)c3ccccc32)CC1	x	x	0	-4	17	-3	-9	9	-0.7	4
Cc1cc(=O)n2[nH]c(C)c(-c3ccccc3)c2n1	-8	8	x	-4	-14	2	4	-5	-1.0	-12
O=S(=O)(NCc1ccccc1)c1ccc(-c2cnc(C3CC3)o2)cc1	-2	2	-4	0	-10	-4	-14	1	-0.4	0
O=C(Nc1nnc(-c2ccccn2)o1)c1cccc(Cl)c1	-23	23	1	-1	9	-3	9	-4	2.7	-4
Cc1cnc(C(=O)OCC(=O)NC2CCCCCCC2)cn1	41	-41	x	0	-5	-2	-3	3	0.3	-8
O=C(COC(=O)/C=C/c1cccc(Br)c1)NCCC1=CCCCC1	-21	21	x	4	-19	2	-2	6	-3.9	-9
Other results.
SMILES	SR-BI HDL uptake	SR-BI DiI-HDL act	Wnt bcat act	cardiac RTF act	PvdQ acylase	dFosB act	MITF TRPM1 HTS	HTR5A ag ctr	CDK5 inh	Rtt109 Vps75
CC1CCN(CCCNC(=O)CN2CCN(Cc3ccc(Cl)cc3)C2=O)CC1	x	x	-4	1	-14	4	-3	-2	-3.0	9
O=C(N/N=C/c1cccnc1)c1ccc(NC(=O)c2cccc(Cl)c2)cc1	52	-52	-3	0	-2	46*	4	-1	-0.2	-7
CC(C)c1ccc(NC(=O)Cn2cccc2C2=NC(c3ccccc3)CO2)cc1 (stereo not given)	8	-8	10	-6	-17	1	-12	-3	-1.1	2
COc1cc(OC)cc(C(=O)NC2CCN(CC(=O)Nc3cccc4ccccc34)CC2)c1	69	-69	x	5	-17	1	-7	6	0.3	0
CC1CCC(NC(=O)COC(=O)c2ccco2)CC1 (stereo not given)	-13	13	2	0	-8	2	5	-2	0.4	5
O=C1CN(C(=O)NCC(=O)N[C@H](C(=O)O)c2ccccc2)c2ccccc2N1	9	-9	0	-3	-8	-1	-5	5	0.4	-7
CSc1c(SCc2ccccc2)cnn(-c2ccccc2)c1=O	14	-14	4	4	11	-13	16	1	-1.7	58*
O=C(NCCn1cccn1)C1CCC(=O)N(CC2CCCCC2)C1 (stereo not given)	-21	21	-3	-3	-15	-7	-5	25*	0.6	-4
CCOC(=O)C1CCN(C(=O)c2ccccc2NC(=O)C2=C(C)OCCS2)CC1	-31	31	1	3	-10	7	-5	-1	x	-1
CCCn1c(SC(C)C(=O)N2CCOCC2)nc2ccc(Br)cc2c1=O (stereo not given)	4	-4	-4	2	0	-11	-8	-7	-1.5	-10
CCCc1cc(C(=O)N/N=C/c2ccc(CC)s2)c2ccccc2n1	67	-67	-10	-3	12	4	-22	-3	0.0	-4
O=C(Nc1ccc(F)cc1F)c1cncc(Br)c1	-16	16	1	1	-2	1	-6	2	0.2	x
CC(C)c1ccc(CNc2cc(N3CCCC3)ccc2[N+](=O)[O-])cc1	63	-63	-2	4	-7	-2	4	-5	-1.5	-5
O=[N+]([O-])/C=C1\CCCCCN1	5	-5	0	7	-5	4	x	-2	1.4	0
Fc1ccc2nc(Nc3nc4c(F)cccc4s3)sc2c1	-3	3	x	4	6	u	9	5	-0.8	-5
O=C1CN(C(=O)COC(=O)CNC(=O)c2ccc(Cl)cc2)c2ccccc2N1	3	-3	0	4	-1	-8	1	0	-0.2	-1
O=C(/C=C/c1ccccc1Cl)Nc1cccc(S(=O)(=O)NC2=NCCCCC2)c1	x	x	15	7	-15	-12	25	-2	-0.3	-2
CCCCn1c(SCC(=O)c2ccc(OC)c(OC)c2)nc2cc(S(N)(=O)=O)ccc21	62	-62	-7	1	-14	23*	x	1	-0.6	20
Cc1ccc(NC(=O)c2cc(-c3ccc(C)o3)nc3ccccc23)nc1	23	-23	x	4	-6	-10	8	-3	0.6	4
O=Cc1cc(N=Nc2ccccc2Cl)ccc1O	9	-9	4	-6	-8	-6	11	-9	0.7	-2
